WRN helicase inh: WRN helicase (human) inhibition. Potency, µM (highest dose often 114 µM), inactives show at the top dose activity change, negative = inhibition, actives largely listed as inhibitors. WRN helicase unwinding, fluorescent forked duplex, kinetic. Q14191. AID 651768. 360,000 compounds, 0.46% hits; further: potency means the concentration at half of the fitted maximal effect; on the % scale 0 is the no-effect control and ±100 the full control effect; nearly all actives have a fitted effect of over 55% in size
Target sequence (Q14191 whole entry, looked up): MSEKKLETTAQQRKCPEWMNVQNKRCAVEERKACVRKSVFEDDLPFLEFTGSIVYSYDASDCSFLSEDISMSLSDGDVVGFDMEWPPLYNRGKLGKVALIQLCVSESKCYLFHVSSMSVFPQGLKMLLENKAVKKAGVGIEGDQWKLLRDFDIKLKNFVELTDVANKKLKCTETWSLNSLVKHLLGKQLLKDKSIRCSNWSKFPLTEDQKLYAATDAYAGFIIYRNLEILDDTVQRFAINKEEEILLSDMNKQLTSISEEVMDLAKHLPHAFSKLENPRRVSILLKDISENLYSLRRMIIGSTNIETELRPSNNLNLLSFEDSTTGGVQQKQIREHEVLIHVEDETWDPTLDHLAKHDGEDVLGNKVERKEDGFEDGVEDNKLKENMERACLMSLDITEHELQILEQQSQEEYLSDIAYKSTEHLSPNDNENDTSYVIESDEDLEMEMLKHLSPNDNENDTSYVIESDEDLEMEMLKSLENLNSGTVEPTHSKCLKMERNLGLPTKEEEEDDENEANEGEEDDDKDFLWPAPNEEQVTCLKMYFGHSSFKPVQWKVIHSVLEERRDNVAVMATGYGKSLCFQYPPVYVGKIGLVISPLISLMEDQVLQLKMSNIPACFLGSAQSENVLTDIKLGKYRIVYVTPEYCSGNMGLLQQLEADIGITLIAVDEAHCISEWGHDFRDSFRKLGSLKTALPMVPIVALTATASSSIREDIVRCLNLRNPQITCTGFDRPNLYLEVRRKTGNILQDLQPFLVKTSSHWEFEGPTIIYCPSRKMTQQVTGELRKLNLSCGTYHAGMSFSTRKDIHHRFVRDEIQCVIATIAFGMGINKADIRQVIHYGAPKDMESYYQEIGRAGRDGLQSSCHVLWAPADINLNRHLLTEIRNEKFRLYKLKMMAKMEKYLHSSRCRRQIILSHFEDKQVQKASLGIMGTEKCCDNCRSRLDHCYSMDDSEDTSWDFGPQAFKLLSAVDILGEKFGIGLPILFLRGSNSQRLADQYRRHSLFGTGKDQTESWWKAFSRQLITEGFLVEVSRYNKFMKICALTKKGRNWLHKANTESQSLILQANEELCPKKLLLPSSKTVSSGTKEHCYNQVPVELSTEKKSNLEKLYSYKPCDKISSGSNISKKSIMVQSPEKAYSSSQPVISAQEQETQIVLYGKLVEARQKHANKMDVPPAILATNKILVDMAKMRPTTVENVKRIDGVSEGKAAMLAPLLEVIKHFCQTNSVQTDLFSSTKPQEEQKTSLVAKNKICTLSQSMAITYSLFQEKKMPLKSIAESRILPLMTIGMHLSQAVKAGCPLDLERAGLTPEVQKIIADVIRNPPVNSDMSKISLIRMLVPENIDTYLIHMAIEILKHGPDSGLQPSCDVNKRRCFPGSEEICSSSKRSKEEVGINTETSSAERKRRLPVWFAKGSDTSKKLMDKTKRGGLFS
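WRN at 20 nM final preincubated with compound 15 min at room temperature; reaction started with 100 nM fluorophore/quencher forked duplex oligonucleotide and 2 mM ATP final. Unwinding followed kinetically by red fluorescence (ex 525, em 598 nm).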
HT1080 IDH1KD tx: toxicity to HT-1080 IDH1 knockdown cells (counter line) | HT-1080 IDH1 knockdown viability, ATP luminescence, 48 h | Potency, µM (highest dose often 46.1 µM), for inactives: at the highest dose activity, negative = toxicity, most hits filed as cytotoxic | 360,000 compounds, 2% hits;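 further: potency means the concentration at half of the fitted maximal effect; 0% = DMSO wells and -100% = cell-free medium wells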
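In this qHTS, HT-1080 cells depleted of IDH1 are exposed for 48 h at 37 °C to compound titrations. Toxicity is scored from CellTiter-Glo luminescence, with DMSO as full viability and medium alone as none.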
IL-1B inflam inh: blocks inflammasome-driven IL-1 beta release. THP-1 LPS/ATP IL-1B secretion, AlphaLISA, 16 h; active compounds read low. activity change, % at 57.5 µM. 360,000 compounds, 4.7% hits; in the data active means activity change below about -50%; inconclusive means mostly about -30% to -49%; further: on the % scale 0 is the no-effect control and ±100 the full control effect
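THP-1 cells pretreated 1 hr with compounds (up to 57.5 uM final), then stimulated with LPS (250 ng/mL final) plus ATP (1.25 mM final); secreted IL-1B measured by AlphaLISA after 16 hr, decreased signal indicating inhibition.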
HT1080NT lethal: kills 2HG-producing HT-1080-NT fibrosarcoma cells; HT-1080-NT fibrosarcoma viability, CellTiter-Glo ATP luminescence, 48 h; 360,000 compounds, 1.6% hits; Potency, µM (doses to about 46.1 µM), without a hit: at the highest dose activity, negative = less viability, hits mostly cytotoxic;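 further: NT is the 2HG producing partner of a matched IDH1 knockdown line; potency means the concentration at half of the fitted maximal effect; 0% = DMSO-treated cells and -100% = media-only wells without cells; nearly all actives have a fitted effect of over 55% in size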
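Toxicity toward the 2HG-producing NT line was scored as %Activity, normalised to DMSO and no-cell wells, from CellTiter-Glo luminescence after 48 hours' treatment.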
MCF10A rerep: induces DNA re-replication in MCF 10a normal breast cells; MCF 10A DNA re-replication, Hoechst nuclear intensity, 48 h; Potency, µM (doses to about 46.1 µM), for the others: at the highest dose activity, positive = re-replication, actives largely listed as activators; 350,000 compounds, 2.9% hits; AID 624296; further: potency means the concentration at half of the fitted maximal effect; % of control where 0% means no effect; nearly all actives have a fitted effect of over 50% in size
KB-3-1 cytotox: KB-3-1 parental cell cytotoxicity | KB-3-1 viability, CellTiter-Glo ATP luminescence, 72 h | Potency, µM (series often up to 46.1 µM), for the others: at the highest dose activity change, negative = cytotoxic, hits mostly cytotoxic | 400,000 compounds, 1.4% hits; further: potency means the concentration at half of the fitted maximal effect; on the % scale 0 is the no-effect control and ±100 the full control effect; nearly all actives have a fitted effect of over 60% in size
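Parental KB-3-1 adenocarcinoma cells in phenol-red-free DMEM with 10% FBS were pin-treated with compounds at several concentrations, incubated 72 h at 37 °C, and viability read by CellTiter-Glo luminescence; concentration-effect curves were fitted after normalization.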
ATXN2 expr inh: inhibitors of ATXN2 expression; AID 1745845; HEK-293 ATXN2-luciferase reporter, luminescence, 24 h; 360,000 compounds, 0.72% hits; Potency, µM (doses to about 57 µM), inactives show top-dose activity change, negative = inhibition, most hits filed as inhibitors; further: potency means the concentration at half of the fitted maximal effect; on the % scale 0 is the no-effect control and ±100 the full control effect; nearly all actives have a fitted effect of over 55% in size
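ATXN2-luciferase reporter cells (luciferase flanked by upstream and downstream ATXN2 gene portions) were treated 24 h at 37 °C with compounds at up to 57 uM. SteadyGlo luminescence gave expression; GF-AFC fluorescence gave viability.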
KB-V1 cytotox: kills drug-selected multidrug resistant KB-V1 cells; KB-V1 MDR cells viability, CellTiter-Glo, 72 h; Potency, µM (doses to about 46.1 µM), inactives show top-dose activity change, negative = cytotoxicity, usual class: cytotoxic; 400,000 compounds, 3.4% hits; further: potency means the concentration at half of the fitted maximal effect; on the % scale 0 is the no-effect control and ±100 the full control effect; nearly all actives have a fitted effect of over 60% in size
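Following 72 h at 37 degrees C with compound, KB-V1 cell viability was read by CellTiter-Glo luminescence, medium being phenol-red-free DMEM plus 10% FBS; concentration-response parameters came from normalized, curve-fitted qHTS data.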
SW480 rerep: DNA re-replication induction in SW480 cells | SW480 DNA re-replication, Hoechst DNA content imaging, 48 h | AID 624297 | Potency, µM (doses to about 46.1 µM), for the others: top-dose re-replication activation, usual class: activators | 340,000 compounds, 1.8% hits; further: potency means the concentration at half of the fitted maximal effect; % of control where 0% means no effect; nearly all actives have a fitted effect of over 55% in size
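Cells (250 per well) received 23 nL compound or DMSO by pin tool and were kept 48 hr at 37 C, 5% CO2. Nuclei were then stained with Hoechst for 40 min and scanned for DNA content.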
Active calls of the source: *; u = inconclusive; x = no result given; ! = a repeat was not active; [ ] = another dose, or the depositor's remark. Unless noted, the call rests on the fitted dose curve; in most records, active means well fitted curve in the direction sought with a large enough effect; inconclusive means small, poorly fitted or top-dose-only effect, or another doubt; inactive means no such curve, though single readings can be large; an effect the other way counts as inactive or inconclusive. This is a random part of the collection; any-hit rate near 12%.

Values run as follows: WRN helicase inh, HT1080 IDH1KD tx, IL-1B inflam inh, HT1080NT lethal, MCF10A rerep, KB-3-1 cytotox, ATXN2 expr inh, KB-V1 cytotox, SW480 rerep
O=C(Nc1ccc(C(=O)N2CCOCC2)cc1)c1ccccc1[N+](=O)[O-]
→ -34%, -7%, -13, 1%, 2%, x, -10%, x, -2%
CN(C(=O)CSc1nnc(C2CC2)n1-c1ccccc1)C1CCS(=O)(=O)C1 (stereo not drawn)
→ 1%, 11%, -10, 11%, 4%, 6%, 6%, 16%, 1%
O=C1NC(=O)/C(=C/c2ccccc2Oc2ccc(Cl)cc2)S1
→ -13%, -20%, 20, -1%, u, -5%, 7%, 15%, 1%
CC(=O)Oc1ccc2nc(/C=C/c3ccc(C=O)cc3)oc(=O)c2c1
→ -8%, 5%, -10, -1%, -11%, 21%, -17%, 18%, 0%
O=[N+]([O-])c1c(Nc2ccccc2O)cc(Cl)c2nonc12
→ u, 5.8µM*, -102*, 10µM*, -3%, u, 13µM*, u, -5%
O=C(NNC(=O)c1ccccc1Cl)c1ccc2c(=O)n3c(nc2c1)CCC3
→ -2%, 1%, 2, 9%, 2%, 21%, 20%, 0%, -11%
O=C(CCCc1ccccn1)c1ccccc1
→ -11%, 0%, -6, 8%, -8%, x, u, x, -5%
CC(=O)N1CCCc2cc(S(=O)(=O)N3CCCC(C(=O)N4CCN(c5cccc(Cl)c5)CC4)C3)ccc21 (stereo not drawn)
→ -2%, -4%, -13, -25%, u, u, 28µM*, 16µM*!, u
CCCNC(=O)NC(=O)CSc1ccc2c(c1)OCCO2
→ 4%, -3%, 16, -5%, 2%, -20%, -7%, -6%, 11%
COc1ccc(/C=N/NC(=O)c2ccccc2O)cc1Cn1cc([N+](=O)[O-])cn1
→ -9%, -14%, 0, -11%, u, -2%, 2%, 24%, -4%
Cc1ccc(-c2cc(C(=O)Nc3cc(C)on3)no2)cc1
→ 3%, 1%, -5, 1%, 1%, -7%, x, 6%, -5%
COCCSc1ncnc2c1oc1nc3c(cc12)COC(C)(C)C3
→ 9%, u, -2, -10%, 15%, u, x, -22%, u
Cc1nc(C)c(C(=O)N/N=C/c2cn(C)c3ccccc23)s1
→ 1%, -21%, 5, -12%, 4%, 9%, 4%, u, 4%
COCCN(C(=O)c1csnn1)C(C(=O)NC1CCCCC1)c1sccc1C (stereo not drawn)
→ -8%, 1%, -1, 1%, 5%, 10%, -5%, -10%, 4%
COc1cc(/C=C/C(=O)NNc2c(F)c(F)cc(F)c2F)ccc1OC(F)F
→ -5%, -12%, -17, -7%, 5%, 0%, 5%, -16%, -4%
NC(=O)N/N=C/c1cc(Br)ccc1OC(=O)c1ccccc1
→ 11%, 0%, -14, -11%, 12%, -5%, -5%, 19%, 15%
O=[N+]([O-])c1ccccc1S(=O)(=O)Nc1cccc(-c2ccc(N3CCCC3)nn2)c1
→ -34%, -3%, -10, -2%, 9%, 4%, 14%, -22%, 0%
O=C(N/N=C/c1sc(N2CCOCC2)nc1-c1ccccc1)c1ccccc1O
→ u, u, 10, u, u, u, u, u, u
Cc1cc(C)n2c(Nc3ccc4c(c3)OCCO4)c(-c3ccccn3)nc2n1
→ -1%, -4%, 63, 1%, x, 19%, -7%, u, x
Cn1ncc([N+](=O)[O-])c1C(=O)Nc1nc2ccccc2n1CCN1CCCCC1
→ -3%, 5%, u, 3%, u, -3%, -6%, u, 0%
Cc1cccc(CSc2nnc(C)c(=O)n2N)c1
→ -16%, 13%, -11, 0%, 3%, 0%, 26%, -8%, -3%
CCOc1ccc(-c2ncncc2-c2ccc(OC)cc2)c(O)c1
→ -5%, -10%, u, -9%, 18%, 0%, 3%, -2%, 7%
Cc1nn(CCc2n[nH]c(=S)n2C)c(C)c1Br
→ 10%, -17%, -18, -1%, 5%, -14%, -2%, -18%, -3%
COc1ccccc1CNC(=O)CSc1nn2c(=O)c(C(C)(C)C)nnc2s1
→ -5%, 3%, 16, -1%, 9%, -2%, x, u, -48%[inhibitor]
COc1cc(-c2nnc(NC(=O)c3ccco3)o2)cc(OC)c1OC
→ -19%, 0%, 8, -6%, 10%, 1%, 4%, -22%, -1%
CNC(=O)c1snnc1-c1ccccc1
→ -27%[57.1 µM], -3%, -5, -2%, 1%, -10%, -6%, -16%, 10%
Nc1nc(-c2ccc3c(c2)OCCO3)cs1
→ -1%, -6%, -17, -11%, 19%, 9%, 24%, 9%, 0%[9.22 µM]
COC(=O)Cc1ccccc1NS(=O)(=O)c1ccc(C)cc1
→ -2%, 9%, -5, 3%, x, 10%, x, 2%, x
CC(=O)Nc1ccc(/C(C)=N/NC(=O)c2ccncc2)cc1
→ 2%[57.1 µM], -19%, 4, 7%, 3%, 17%, -15%, 9%, 3%
Cc1ccc(NC(C(=O)c2ccccc2)c2ccccc2)cc1 (stereo not drawn)
→ 3%, u, -73*, 23µM*, u, u, u, 6%, -9%
CC1CCN(C(=O)COC(=O)c2ccc3c(c2)OCO3)CC1
→ -4%, 7%, 13, -1%, -1%, -2%, 35%, -5%, -6%
O=S(Cc1cc(Oc2ccccc2)nc(-c2ccccc2)n1)c1ccccc1 (stereo not drawn)
→ -8%, -9%, -17, -7%, 7%, -7%, -11%, -6%, 1%
COc1ccc(S(=O)(=O)N2CCCCCC2)cc1C(=O)Nc1cc(C)ccn1
→ -6%, -18%, -27, -5%[9.24 µM], -1%, u, -9%, -18%, -33%[inhibitor]
Cc1ccc(NC(=O)COc2ccccc2)cc1Cl
→ 7%, 14%, -51*, 21%, u, 2%, 13%, 13%, 0%
O=C1/C(=C\Nc2ccc(OC(F)(F)F)cc2)CCN1c1ncccn1
→ -13%, 13%, 11, 24%, 1%, 13%, 24%, u, -6%
CC(C)(CC(=O)O)CC(=O)NCc1c(Cl)cccc1Sc1ccc(Cl)cc1
→ -5%, -9%, 62, -13%, 2%, -2%, -39%, -10%, -25%
NS(=O)(=O)c1ccc(Nc2c([N+](=O)[O-])cncc2[N+](=O)[O-])cc1
→ 6%, -21%, 58, -16%, -11%, 12%, -34%, -15%, u
CCOc1ccc(S(=O)(=O)NCCC(=O)Nc2ncccc2C)cc1
→ -33%, -9%, 0, -3%, -6%, -3%, 0%, -1%, -5%
CCC1c2ccc(C)n2CCN1C(=O)Nc1cc(Cl)ccc1OC (stereo not drawn)
→ -10%, -5%, 2, 1%, 1%, -11%, -14%, -16%, 6%
Cc1ccc(NC(=O)c2nc3nccc(C)n3n2)c(C)c1
→ -1%, 11%, -6, 5%, -1%, 6%, 6%, 19%, 2%
CCOc1ccc(NC(=O)CSc2nnc(-c3cc(C)[nH]n3)n2N)cc1
→ 1%, -4%, 5, 2%, 3%, -2%, 3%, u, -32%[inhibitor]
Cn1nc(-c2ccc(Cl)cc2)c2cc(C(=O)NCCCN3CCCC3)sc21
→ 59%[activator], u, -89*, u, 23µM*, u, 20µM*, -13%, u
COC(=O)C1CCN(c2cnccn2)CC1
→ -1%[57.1 µM], 11%, 10, 25%, -33%[inhibitor], -2%, 5%, 17%, -4%[1.84 µM]
Cc1cc(C)c(S(=O)(=O)N2CCOC2CNC(=O)C(=O)NCCc2c[nH]c3ccccc23)c(C)c1 (stereo not drawn)
→ -5%, -4%, -8, -16%, 25%, 0%, -26%, 23%, u
COc1ccc(C2CC(=O)C=C(O)C2)cc1 (stereo not drawn)
→ -2%, 15%, 12, 17%, 3%, -18%, 0%, 6%, -2%
COc1ccccc1NC(=O)NNC(=O)CCN1CCOCC1
→ 4%, 5%, 24, 15%, 2%, -7%, -3%, u, -19%
NS(=O)(=O)c1ccc(CNC(=O)CCCSc2ccccc2)cc1
→ 8%, 4%, 21, 12%, 6%, 22%, -18%, 2%, -1%
CCCCNc1nc2ccccc2n1CC(=O)N1CCc2ccccc2C1
→ 9%, u, -5, -26%, -2%, -11%, -14%, 10µM*, 0%
N#Cc1c(NC(=O)CN2CCOCC2)oc(-c2ccccc2)c1-c1ccccc1
→ -8%, -5%, 23, -3%, 4%, 22%, -4%, 16%, -4%
CCCC(=O)Nc1ncnc2c1ncn2[C@@H]1O[C@@H]2OP(=O)(O)OC[C@H]2[C@H]1OC(=O)CCC
→ -1%, -1%, 0, 0%, 0%, 0%, 1%, -5%, u

Just SW480 rerep, for some of the entries so far:
smiles	SW480 rerep
Cc1cc(C)c(S(=O)(=O)N2CCOC2CNC(=O)C(=O)NCCc2c[nH]c3ccccc23)c(C)c1 (stereo not drawn)	u
COc1ccc(C2CC(=O)C=C(O)C2)cc1 (stereo not drawn)	-2%

Next results:
Values run as follows: WRN helicase inh, HT1080 IDH1KD tx, IL-1B inflam inh, HT1080NT lethal, MCF10A rerep, KB-3-1 cytotox, ATXN2 expr inh, KB-V1 cytotox, SW480 rerep
O=C(O)C1CCN(C(=O)c2csc(-c3ccc4c(c3)CCO4)n2)CC1
→ 3%, 5%, -2, 7%, 12%, 4%, 9%, 26%, -1%
Cc1ccc(/C=C2\SC(N)=NC2=O)s1
→ -7%, 0%, 0, -2%, 2%, -3%, 23%, -13%, -6%
COc1cc(C2c3c([nH]c(=O)[nH]c3=O)Nc3ccc4ccccc4c32)ccc1O (stereo not drawn)
→ u, u, -97*, -25%, 28%, -4%, -15%, 1%, -11%
C/C(Cn1nnc2ccccc21)=N\OC(=O)c1ccccc1C
→ 0%, 2%, 12, -2%, 5%, 15%, -4%, -8%, -4%

Screens deposited in PubChem BioAssay by National Center for Advancing Translational Sciences (NCATS).
